IAP activation: activators of mouse IAP, confirmation, biochemical, luminescence, single concentration (AID 434970). activity change, negative = activation, % at 10 µM. purified mouse IAP, CDP-Star luminescence, 30 min; hits give low values. intestinal alkaline phosphatase [Mus musculus]. 11,000 compounds, 2.9% hits; in the data active means activity change below about -85%;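 further: percent relative to enzyme plus DMSO wells and wells without enzyme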
IAP activation Fold change: also measured in IAP activation; calls as there; activation factor; measured here: IAP activation factor; hits give high values;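 fold luminescence change scaled to plate control wells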
Active calls of the source: *. Only part of the results is shown, so the mix of outcomes need not match the whole.

(1) CN1/C(=C\C=C\C2=[N+](C)c3ccc4ccccc4c3C2(C)C)C(C)(C)c2ccccc21
  IAP activation: 23.1
  IAP activation Fold change: 0.769

(2) CCOC(=O)c1ccc(N2C(=O)CC(N3CCC(C#N)(c4ccccc4)CC3)C2=O)cc1 (stereo not given)
  IAP activation: -1.3
  IAP activation Fold change: 1.01

(3) CSc1ccc(C(=O)C(C)(C)N2CCOCC2)cc1
  IAP activation: 3.5
  IAP activation Fold change: 0.965

(4) CCOc1ccc2nc(N=Nc3c(O)[nH]c(=S)[nH]c3=O)sc2c1
  IAP activation: 37.4
  IAP activation Fold change: 0.626

(5) CCOP(=S)(OCC)SCC(=O)NC(C)(CC)C(=O)O (stereo not given)
  IAP activation: 5.6
  IAP activation Fold change: 0.944

(6) c1cncc(CNC2=NCCC2)c1
  IAP activation: 3.2
  IAP activation Fold change: 0.968

(7) Oc1ccc(C[C@H]2NCCc3cc(O)c(O)cc32)cc1O
  IAP activation: 76.3
  IAP activation Fold change: 0.237

(8) Fc1ccc2c(c1)nnn2C1CCN(Cc2ccccc2)CC1
  IAP activation: 8.0
  IAP activation Fold change: 0.92

(9) O=C(c1cccc(N2CCCC2=O)c1)N1CCC2(CC1)OCCO2
  IAP activation: 5.5
  IAP activation Fold change: 0.945

(10) CCN1CCN(Cc2cc(Br)ccc2O)CC1
  IAP activation: 5.8
  IAP activation Fold change: 0.942

(11) CC(C)CC(=O)NC(Oc1ccc(Cl)cc1)C(Cl)(Cl)Cl (stereo not given)
  IAP activation: 0.1
  IAP activation Fold change: 0.999

(12) CCOC(=O)C1(c2ccccc2)Oc2ccccc2C(c2ccc(OC)cc2)=C1C(=O)OC (stereo not given)
  IAP activation: -4.2
  IAP activation Fold change: 1.04

(13) O=C1NC(=O)N(Cc2ccco2)C(=O)/C1=C\c1ccc(-c2ccc(F)cc2)o1
  IAP activation: 83.5
  IAP activation Fold change: 0.165

(14) CN(C)C(=O)Oc1ccc(Cl)c2ccccc12
  IAP activation: 3.2
  IAP activation Fold change: 0.968

(15) CCOC(=O)C1=C(C)OC(N)=C(C(=O)OC)C12C(=O)Nc1ccc(Br)cc12 (stereo not given)
  IAP activation: -11.3
  IAP activation Fold change: 1.11

The closing seven entries of the section before are carried over, then new ones follow:
(9) O=C(c1cccc(N2CCCC2=O)c1)N1CCC2(CC1)OCCO2
  IAP activation: 5.5
  IAP activation Fold change: 0.945

(10) CCN1CCN(Cc2cc(Br)ccc2O)CC1
  IAP activation: 5.8
  IAP activation Fold change: 0.942

(11) CC(C)CC(=O)NC(Oc1ccc(Cl)cc1)C(Cl)(Cl)Cl (stereo not given)
  IAP activation: 0.1
  IAP activation Fold change: 0.999

(12) CCOC(=O)C1(c2ccccc2)Oc2ccccc2C(c2ccc(OC)cc2)=C1C(=O)OC (stereo not given)
  IAP activation: -4.2
  IAP activation Fold change: 1.04

(13) O=C1NC(=O)N(Cc2ccco2)C(=O)/C1=C\c1ccc(-c2ccc(F)cc2)o1
  IAP activation: 83.5
  IAP activation Fold change: 0.165

(14) CN(C)C(=O)Oc1ccc(Cl)c2ccccc12
  IAP activation: 3.2
  IAP activation Fold change: 0.968

(15) CCOC(=O)C1=C(C)OC(N)=C(C(=O)OC)C12C(=O)Nc1ccc(Br)cc12 (stereo not given)
  IAP activation: -11.3
  IAP activation Fold change: 1.11

(16) COCCOC(=O)C1=C(N)Oc2c(c(=O)oc3ccccc23)[C@@]12C(=O)Nc1ccccc12
  IAP activation: 3.9
  IAP activation Fold change: 0.962

(17) COc1ccc(N=C(C)c2c(O)n(C3CCCCC3)c(=O)[nH]c2=O)c(OC)c1
  IAP activation: 6.8
  IAP activation Fold change: 0.932

(18) CC(=O)OC1N=C(c2ccccc2)c2cc(Br)ccc2NC1=O (stereo not given)
  IAP activation: 6.1
  IAP activation Fold change: 0.939

(19) CC(C)CCC1(CCc2ccncc2)C(=O)NC(=O)NC1=O
  IAP activation: -14.0
  IAP activation Fold change: 1.14

(20) COc1ccc(CN2CCN(c3ccccc3F)CC2)cc1O
  IAP activation: 8.0
  IAP activation Fold change: 0.92

(21) Cc1c(C(=O)N2CCC3(CC2)OCCO3)oc2ccc(S(=O)(=O)N3CCOCC3)cc12
  IAP activation: -0.2
  IAP activation Fold change: 1

Screening data (PubChem)
